# HRP interference = HRP/luminol detection interference without ALR, dose response, artefact control for ALR inhibitor project, biochemical, luminescence, no ALR or DTT | HRP/H2O2 luminol luminescence counterscreen, no ALR | activity change, negative = inhibition, % at the top dose, mostly 10 µM; hits show AC50 in µM | 2,500 compounds, 15% hits | AID 540356;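 active means signal-lowering compounds whose fitted half-maximal concentration AC50 is no higher than ten times their top tested concentration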;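 further: 0% = median of neutral control wells and -100% = median of quercitin 100 µM wells; many of its hits are not listed in these tables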
# Numbers without * were called inactive. The list is partial; count on the stated rates, not on these rows.
SMILES,HRP interference
N#CC1=C(N)Oc2c(c(=O)sc3ccccc23)C1c1ccncc1 (centres undefined),-8.0%

# Assay outcomes as filed in PubChem BioAssay.
